# ALOX12 inh – blocks human arachidonate 12S-lipoxygenase; Potency, µM (doses to about 108 µM), for the others: at the highest dose activity change, negative = inhibition, actives largely listed as inhibitors; purified 12hLO, xylenol orange hydroperoxide absorbance; 580,000 tested, 1.1% active; P18054; active = well fitted inhibition curve with a large enough effect; inconclusive = small, poorly fitted or top-dose-only effect, or another doubt; inactive = no such curve, though single readings can be large or run the other way
# Target sequence (P18054 whole entry, looked up): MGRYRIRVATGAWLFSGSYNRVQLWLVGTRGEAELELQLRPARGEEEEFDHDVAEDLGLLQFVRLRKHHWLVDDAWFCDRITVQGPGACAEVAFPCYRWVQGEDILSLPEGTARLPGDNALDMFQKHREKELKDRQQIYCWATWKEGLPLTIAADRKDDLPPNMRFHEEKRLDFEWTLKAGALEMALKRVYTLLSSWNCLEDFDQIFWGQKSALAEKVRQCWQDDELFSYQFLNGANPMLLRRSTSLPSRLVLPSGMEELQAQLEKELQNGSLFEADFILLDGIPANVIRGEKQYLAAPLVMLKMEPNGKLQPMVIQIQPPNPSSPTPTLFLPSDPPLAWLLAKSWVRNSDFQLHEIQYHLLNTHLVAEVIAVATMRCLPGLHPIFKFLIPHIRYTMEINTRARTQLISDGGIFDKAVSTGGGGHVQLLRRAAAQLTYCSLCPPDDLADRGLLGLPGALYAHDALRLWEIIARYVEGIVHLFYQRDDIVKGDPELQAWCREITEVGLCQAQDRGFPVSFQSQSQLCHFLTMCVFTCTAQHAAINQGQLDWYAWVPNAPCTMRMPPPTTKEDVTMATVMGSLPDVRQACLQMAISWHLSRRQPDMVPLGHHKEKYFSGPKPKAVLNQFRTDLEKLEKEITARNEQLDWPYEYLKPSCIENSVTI
#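 Purified human 12hLO at 150 nM in 25 mM Hepes, 0.01% Triton X-100, pH 7.0, preincubated 15 min at room temperature with compound. Reaction started with 40 uM arachidonic acid, 30 min at room temperature. Hydroperoxide measured by Fe-xylenol orange, 573/405 nm absorbance ratio.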
# Starred values were filed as active, the others as inactive; u = inconclusive; [ ] = dose if it differs, or a comment. % is scaled to controls: 0 for no effect and ±100 for the full control effect; potency is read from the fitted curve at half-maximal effect. Not all compounds are listed; count on the stated rates, not on these rows.
SMILES | ALOX12 inh
CN(C)c1ccc(-c2nnc([C@H]3CCN(C(=O)c4ccccn4)C3)o2)cc1 | u
C=CCOc1cccc(-c2nnc(CCC(=O)NC(C)c3ccccc3)c(=O)[nH]2)c1 (stereo not drawn) | 38%[activator]
Cc1ccc(NC(=S)NNC=O)cc1Cl | 22%
CN(C)Cc1ccccc1-c1nc(NCc2ccccc2)c2ccccc2n1 | -4%
CCOc1ccc(CN2CCC(N(C)Cc3ccccc3)CC2)cc1 | -35%
O=C(N1CCCC(n2cc(-c3nc(C4CC4)no3)nn2)C1)C1(c2ccccc2)CC1 (stereo not drawn) | 12%
Cc1nc(-c2cccs2)c(CC(=O)NC(C)c2cccc3ccccc23)s1 (stereo not drawn) | -24%
Cc1ccc(SCCNC(=S)Nc2cccc(Cl)c2C)cc1 | 32µM*
CN(C)C[C@@H]1CN(C2CCOCC2)C[C@H]1NC(=O)c1ccc2c(c1)OCO2 | 87%[activator]
CCCCOCCCNC(=O)CCC(=O)NC1CCCCCCCCCCC1 | 3%
O=C(C1CCC1)N1CC[C@H]2COC(=O)N2c2cc(F)ccc2C1 | 20%[176 µM]
CCOc1ccc(C2NC(=O)N(CCC(C)C)C3=C2C(=O)OC3)cc1 (stereo not drawn) | -14%
COC(=O)c1c(OCc2ccccn2)cc(=O)n2c1CCN(Cc1ccc3c(c1)CCCN3C)CC2 | u
Cc1noc(-c2cn(C3CCN(C(=O)c4cc(F)ccc4F)C3)nn2)n1 (stereo not drawn) | u
COc1ncccc1C(=O)N1CCc2c(nc(-c3cccnc3)[nH]c2=O)C1 | 0%
CCOc1ccccc1NC(=O)Cc1nn(C)c(=O)c2ccccc12 | 7%
Cc1cc(C(=O)NCc2ccncc2)sc1C | 0%
O=S(=O)(NCc1ccccc1)c1ccccc1 | u
COC(=O)C1CCN(Cc2cc(=O)oc3cc(C)c(C)cc23)CC1 | -4%
O=C(NCCc1ccccn1)C1c2ccccc2C(=O)N(Cc2ccccc2)C12CCCC2 (stereo not drawn) | 33%[activator]
C=CCNC(=O)N[C@H]1CCN(C(=O)CC(C)(C)C)[C@@H]1C(=O)N(C)CC(N)=O | -6%[176 µM]
COc1ccc(CCNC(=O)CSc2nc(-c3ccc(Cl)cc3)nc3cc(=O)[nH]n23)cc1OC | u
CC(C)n1c(CNC(=O)C2CC(=O)N(C3CCCC3)C2)nc2ccccc21 (stereo not drawn) | 119%[activator]
Cc1ccoc1C(=O)N1CCC(Oc2ccccc2F)(C(=O)O)CC1 | 11%
COc1ccccc1C1CN(Cc2cnn(C)c2C)Cc2ccccc2O1 (stereo not drawn) | -4%
COc1ccc(-c2nn(-c3ccccc3C)cc2CN2CCCN(C)CC2)cc1F | 81%[activator]
COc1ccc(N2C(=O)C3(CCCCC3)C2C(=O)N2CCN(c3ccccn3)CC2)cc1 (stereo not drawn) | 16%
O=C(N1CCC2(CCCCO2)CC1)C1(c2ccccc2)CC1 | 39%[activator]
CCCCCN(CCC(=O)NCCCOC)C(=O)c1ccoc1 | u
CC(=O)Oc1c(-c2ccc(NC(=O)C3CC3)cc2)c(-c2ccc3c(c2)OCO3)nn1-c1cccc(C)c1 | 22%
CN1CC(=O)N(C2CCNCC2)Cc2c1ncnc2N1CCCC1CO (stereo not drawn) | 2%[6.33 µM]
CC(=O)Oc1ccc2c(=O)c(-c3ccc4c(c3)OCCCO4)c(C)oc2c1 | -8%
COc1ccc(Nc2nc(-c3ccc(C)cc3)cs2)cc1 | u
COc1ccc(-c2ccccc2)cc1N1C(=O)[C@@H]2C[C@H]1CN2C(=O)[C@H]1CCCO1 | 25%
CCN(CC)c1ccc(NS(=O)(=O)CC)cc1C(=O)O | -15%
CC1(C(=O)NCC2CC2)CCCc2cnc(NCc3ccccc3)nc21 (stereo not drawn) | 9%[176 µM]
O=C(NCc1ccccc1)[C@H](Cc1ccccc1)NC(=O)[C@@H]1O[C@@H]1C(=O)NCCc1ccc(O)cc1 | -9%[57.4 µM]
CN(Cc1ccc(-n2cccn2)cc1)CC1CCN(CCc2ccc(F)cc2)CC1 | u
Cn1nccc1C(=O)N1CCCC(c2nc(C3CCOCC3)no2)C1 (stereo not drawn) | 1%
COc1cc(OC)cc(C(=O)NCC(=O)N2CCN(S(=O)(=O)c3ccc4ccccc4c3)CC2)c1 | 32%[activator]
Cc1n[nH]c(C)c1C(C)N (stereo not drawn) | u
Cc1ccccc1CNC(=O)c1ccc2c(c1)N(C)C1CCCN1C2=O (stereo not drawn) | 25%
Cc1nc(-c2ccc(CNC(=O)NCc3ccccc3)s2)cs1 | -7%
CC[C@H]1CN(S(=O)(=O)c2ccc(OC)cc2)CC[C@H]1CC(=O)NCCN1CCOCC1 | 14%
CN1CCN(CCc2noc(C3CCCCCN3C)n2)CC1 (stereo not drawn) | 51%[activator]
COc1ccc(-c2cc(CC3(NCCC(C)C)COC3)no2)cc1 | 18%[176 µM]
CCOC(=O)c1c(C)c(-c2ccccc2)n(CC(=O)Nc2cc(OC)ccc2OC)c1C | 26%
O=C(NCC1CC1)c1nc2c(o1)CCN(Cc1ccc3c(c1)CCO3)CC2 | 35%[activator][176 µM]
COc1ccc(C)cc1NC(=O)C1(CCO)CC12CCOCC2 (stereo not drawn) | 32%
CN1CC(=O)N(C2CCCNCC2)Cc2c1ncnc2N1CCN(c2ccccn2)CC1 (stereo not drawn) | u
CCCCOCC1CN(CCCC)S(=O)(=O)c2c(Oc3ccc(C(C)C)cc3)cccc2O1 (stereo not drawn) | u
CC(C)(C)C1CCC2(CC1)NC(=O)N(CC(=O)N1CCCCC1)C2=O (stereo not drawn) | -13%
CC(C)(N)C(=O)N1CCC(n2nccc2NC(=O)c2ccccc2)CC1 | 16%
Cc1ccccc1OCCN(C)C(=O)Cc1c[nH]c2ccccc12 | 25%
Cc1ccc(C(=O)Nc2cccc(-c3nc(CNC(=O)c4ccccc4-n4cccn4)c(C)o3)c2)s1 | 12%
CN(C)c1ccc(-c2nc(-c3nnn4c3COC(c3ccccc3Cl)C4)no2)cc1 (stereo not drawn) | 31%
COc1ccc(C(=O)Oc2ccccc2Cl)c(OC)c1 | u
Cc1ccc(-c2cc3c(=O)n(CCNC(=O)c4ccc(Cl)cc4)ccn3n2)c(C)c1 | 49%[activator]
CNS(=O)(=O)Cc1ccc(CNC(=O)NC(C)CO)cc1 (stereo not drawn) | -12%
CC(Oc1ccccc1)C(=O)N1CCOCCNC(=O)CC1 (stereo not drawn) | 42%[activator]

# Seven entries from above, ordered by molecular weight, highest first:
SMILES | ALOX12 inh
O=C(NCc1ccccc1)[C@H](Cc1ccccc1)NC(=O)[C@@H]1O[C@@H]1C(=O)NCCc1ccc(O)cc1 | -9%[57.4 µM]
COc1ccc(N2C(=O)C3(CCCCC3)C2C(=O)N2CCN(c3ccccn3)CC2)cc1 (stereo not drawn) | 16%
CN(C)c1ccc(-c2nc(-c3nnn4c3COC(c3ccccc3Cl)C4)no2)cc1 (stereo not drawn) | 31%
O=C(N1CCCC(n2cc(-c3nc(C4CC4)no3)nn2)C1)C1(c2ccccc2)CC1 (stereo not drawn) | 12%
CN1CC(=O)N(C2CCNCC2)Cc2c1ncnc2N1CCCC1CO (stereo not drawn) | 2%[6.33 µM]
COC(=O)C1CCN(Cc2cc(=O)oc3cc(C)c(C)cc23)CC1 | -4%
Cc1n[nH]c(C)c1C(C)N (stereo not drawn) | u

# Next records.
SMILES | ALOX12 inh
CCCCCCCCCCOc1ccc(C(=O)O)cc1 | 10%
O=C(c1ccc2ccccc2n1)N1CC(c2nnc(-c3ccncc3)o2)C2(CCOCC2)C1 (stereo not drawn) | 41%
CCOc1ccccc1CN1CCC2(CCN(C(=O)N(C)C)CC2)Oc2ccccc21 | u
O=C(NCc1ccccn1)c1ccc2c(c1)CC(=O)N2Cc1ccc(F)cc1 | 1%
COc1cccc(-c2ccnc(-n3ncc(C(=O)N(C)CCc4ccccn4)c3C)n2)c1 | 2%
COc1ccc(-c2noc(CN(C)S(=O)(=O)c3ccc(C)cc3)n2)c(OC)c1 | -28%
CCn1c(COc2cc(C)ccc2Cl)n[nH]c1=S | u
O=C(CN1CCN(C(=O)CCc2ncc(-c3ccccc3F)o2)CC1)Nc1ccccc1Cl | 34%[activator]
CCOC(=O)c1ccccc1NC(=O)Nc1nnc(N(C)C2CCCCC2)s1 | 17%
Cc1cccc(C)c1NC(=O)CSc1ncnc2ccccc12 | 13%
CC(C)c1cc(C(=O)Nc2ccc(C(N)=O)cc2)c2ccccc2n1 | 28%
COc1cc(OC)cc(C(=O)N2CCCC(n3cc(-c4nc(C5CC5)no4)nn3)C2)c1 (stereo not drawn) | 20%
COc1ccc(Cl)cc1NC(=O)CC1CCCCN(C)C1=O (stereo not drawn) | 33%[activator]
COC1CCC12CCN(C(=O)c1ccco1)CC2 (stereo not drawn) | 18%
Cc1ncsc1CCC(=O)N[C@@H]1COCC[C@@H]1Oc1cccc(F)c1 | 12%

# Four records picked at random from the list so far:
SMILES | ALOX12 inh
COc1ccc(C)cc1NC(=O)C1(CCO)CC12CCOCC2 (stereo not drawn) | 32%
COc1cccc(-c2ccnc(-n3ncc(C(=O)N(C)CCc4ccccn4)c3C)n2)c1 | 2%
C=CCNC(=O)N[C@H]1CCN(C(=O)CC(C)(C)C)[C@@H]1C(=O)N(C)CC(N)=O | -6%[176 µM]
Cc1ccc(SCCNC(=S)Nc2cccc(Cl)c2C)cc1 | 32µM*

# More records
SMILES | ALOX12 inh
CC(C)c1cccc(C(C)C)c1NC(=O)CCn1cnc2c1c(=O)n(C)c(=O)n2C | -4%
O=C(CCOc1ccccc1Cl)N1CCC(c2nnc3n2CCC3)CC1 | 7%
CCOC(=O)C1C(=O)C=C(c2ccc(C)cc2)CC1c1cccc(Cl)c1 (stereo not drawn) | -65%
CCCc1noc(-c2cccn3c(CNC(=O)c4ccc(C(C)(C)C)cc4)nnc23)n1 | 59%[activator]
CN(CC(=O)Nc1c(Cl)cccc1Cl)CC(=O)N1CCCCCC1 | 3%
Cc1ccc(NC(=O)N2CCC(CCNC(=O)C3CC3)CC2)cc1F | 20%
Cc1ccc(C(=O)N2CCCC3(CC(c4cccnc4)=NO3)C2)cc1 (stereo not drawn) | -1%[6.33 µM]
COCC(=O)N1CCn2c(nn(-c3ccc([N+](=O)[O-])cc3)c2=O)C1 | 9%[176 µM]
COc1ccccc1CNC(=O)C1CC(=O)N(c2n[nH]c3ccccc23)C1 (stereo not drawn) | 31%
COc1ccc(C2CC(=O)C=C(Nc3ccccc3F)C2)cc1 (stereo not drawn) | -27%
Cc1ccc2c(CC(=O)N3CCOc4ccc(CN5C[C@@H](C)O[C@@H](C)C5)cc4C3)cc(=O)oc2c1 | 7%
CC(=O)c1ccc(S(=O)(=O)N2CCN(C(=O)c3cc(C)n(C(C)C)c3C)CC2)cc1 | 3%
CCc1ccc(-c2nc(CSCC(=O)NCc3cccs3)c(C)o2)cc1 | 14%
COCc1nncn1C1CCN(C(=O)c2ccc(F)cc2)CC1 | 38%[activator]
Cn1nc(C(=O)N2CCN(C(=O)N3CC4CC(C3)[C@H]3CCCC(=O)N3C4)CC2)c2ccccc21 (stereo partly drawn) | 66%[activator]

# ALOX12 inh: hit marks shown above.
SMILES | ALOX12 inh
Cc1ccc(SCCNC(=S)Nc2cccc(Cl)c2C)cc1 | 32µM*

# The results go on:
SMILES | ALOX12 inh
Fc1ccc(Sc2ncccc2Cl)cc1 | 15%
COCc1[nH]nc2c1C(c1ccccc1)NC2=O (stereo not drawn) | 1%
O=C(Nc1ccccc1F)N1CC(Oc2cccc(-c3nc(-c4ccccc4)no3)c2)C1 | 10%
Cc1cc(SCC(=O)Nc2ccc(F)c(F)c2F)nc2ccccc12 | u
COc1ccc(C2Cn3cnc(-c4nc(-c5ccc(OC)cc5OC)no4)c3CO2)cc1 (stereo not drawn) | 1%
CC1=C[C@@H](CNS(=O)(=O)c2ccc(C)cc2)[C@H](C(C)C)C[C@H]1CC(=O)N(C)Cc1cccnc1 | 33%[activator]
CCOC(=O)c1ccc(NC(=O)CC2SC(c3cc4ccccc4oc3=O)=NC2=O)cc1 (stereo not drawn) | -17%
O=C(NC1CCCN(c2cc(-c3ccccc3)[nH]n2)C1)c1cc(F)ccc1Cl (stereo not drawn) | 14%
CN(CC(=O)NCc1nc(-c2ccccc2)no1)S(=O)(=O)c1ccc2ccccc2c1 | 16%
O=C1CN(C(=O)CCc2c[nH]c3ccccc23)CCN1 | 14%
Cc1nn(-c2nc3c(c(=O)[nH]c(=O)n3C)n2CCCc2ccccc2)c(C)c1C | -57%
O=C(CCc1nc2ccccc2s1)N1CCC(c2noc(-c3ccccn3)n2)C1 (stereo not drawn) | 8%
C=CCNC(=S)Nc1ccccc1Cl | 5%
COCC(=O)N[C@@H]1CN(Cc2cn(C)nc2C)C[C@H]1CO | 40%[activator]
CC(C)(C)c1nc2cc(NC(=O)c3ccc[nH]c3=O)ccc2o1 | 21%
COc1cccc(C(=O)Nc2cccc(-c3nnc4n3CCCC4)c2)c1 | 22%
Cc1ccccc1-c1ncc(CN2CCN(c3ccncc3C)CC2)cn1 | 55%[activator]
CCNC(=O)c1cccnc1OC1CCN(C(=O)c2cccc(OC)c2)C1 (stereo not drawn) | 30%
CC(C)(C)C(=O)NCCSCc1ccsc1 | 1%
O=C(Nc1cccnc1)[C@@H]1C[C@@H](c2ccc(F)cc2)N([S+](=O)([O-])c2cccnc2)C1 | -29%[176 µM]
COCCOc1ccc2c(n1)CCN(C(=O)c1ccc(C(C)C)cc1)C2 | 54%[activator]
O=C(c1cn(C/C=C/c2ccccc2)nn1)N1CCN(c2cccc(Cl)c2)CC1 | 44%[activator]
O=C(C(=O)N1CCOc2ccc(CN3CCN(Cc4ccccn4)CC3)cc2C1)c1ccccc1 | 4%

# Bioassay records from PubChem BioAssay.
